# EBI2 antag – antagonists of human EBI2 receptor; P32249; EBI2 beta-arrestin recruitment, luminescence, 7a,25-OHC stimulated; inhibition, % at 5 µM; 360,000 tested, 0.81% active; AID 651636; in the data active means inhibition above about 38%;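 further: enzyme fragment complementation signal reports receptor beta-arrestin coupling in cells; 0% = agonist plus DMSO wells and 100% = wells without agonist; some results beyond the cut were filed as inactive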
# 697 NFkB inh – inhibitors of the PMA/ionomycin-induced NF-kB reporter in 697 B cells; 697 B-cell NF-kB luciferase reporter, 16 h; inhibition, % at 4 µM; AID 435022; 330,000 tested, 0.33% active; in the data active means inhibition above about 35%
# Gli-Sufu block – Gli-Sufu pathway antagonism; Sufu-KO-LIGHT fibroblasts, Gli luciferase reporter luminescence; inhibition, % at 5 µM; 340,000 tested, 0.74% active;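 active means inhibition above about 55%, limit read from the data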;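 further: 0% = DMSO-treated cells and 100% = wells with medium but no cells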
# UPR CHOP act – apoptotic UPR (CHOP) activation; AID 449763; CHO-CHOP luciferase reporter, luminescence; percent of tunicamycin response over DMSO baseline; activation, % at 10 µM; 330,000 tested, 0.34% active;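 active means at 10 µM dose, activation of 40% or more, normalized to positive control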;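 further: 100% = tunicamycin at 10 µg/mL and 0% = DMSO alone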
#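 Dosing – one dose, 10 µM in 0.5% DMSO · System – CHO-CHOP cells, stable luciferase reporter of PERK-eIF2a-CHOP signalling · Input – 500 cells/well · Control set – tunicamycin 10 µg/mL final as positive, DMSO-only wells as negative · Timing – 6 h compound treatment, 37 °C · Measure – % activation vs tunicamycin · Technique – luminescence read with Steady-Glo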
# Mdm2-MdmX inh – inhibitors of human Mdm2/MdmX interaction; O15151+Q00987; SaOS-2 split-luciferase Mdm2/MdmX complementation, luminescence; inhibition, % at 8 µM; 330,000 tested, 3% active;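 active means inhibition of at least 50% at 8 µM in the primary screen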
# Target sequence (O15151 whole entry, looked up): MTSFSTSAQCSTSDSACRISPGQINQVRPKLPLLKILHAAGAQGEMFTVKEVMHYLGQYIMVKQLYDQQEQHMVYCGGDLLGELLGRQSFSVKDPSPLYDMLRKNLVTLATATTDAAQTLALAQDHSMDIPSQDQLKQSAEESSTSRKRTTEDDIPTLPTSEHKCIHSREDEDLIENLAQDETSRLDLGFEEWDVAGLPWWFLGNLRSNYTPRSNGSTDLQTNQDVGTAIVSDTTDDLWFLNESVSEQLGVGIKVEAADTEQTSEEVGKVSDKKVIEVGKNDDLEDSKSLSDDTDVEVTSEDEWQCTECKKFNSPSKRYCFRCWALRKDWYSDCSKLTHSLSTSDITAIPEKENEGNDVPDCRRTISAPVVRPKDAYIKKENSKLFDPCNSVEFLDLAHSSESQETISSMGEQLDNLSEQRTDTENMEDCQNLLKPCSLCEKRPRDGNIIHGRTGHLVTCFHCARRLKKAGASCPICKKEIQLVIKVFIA
# Target sequence (Q00987 whole entry, looked up): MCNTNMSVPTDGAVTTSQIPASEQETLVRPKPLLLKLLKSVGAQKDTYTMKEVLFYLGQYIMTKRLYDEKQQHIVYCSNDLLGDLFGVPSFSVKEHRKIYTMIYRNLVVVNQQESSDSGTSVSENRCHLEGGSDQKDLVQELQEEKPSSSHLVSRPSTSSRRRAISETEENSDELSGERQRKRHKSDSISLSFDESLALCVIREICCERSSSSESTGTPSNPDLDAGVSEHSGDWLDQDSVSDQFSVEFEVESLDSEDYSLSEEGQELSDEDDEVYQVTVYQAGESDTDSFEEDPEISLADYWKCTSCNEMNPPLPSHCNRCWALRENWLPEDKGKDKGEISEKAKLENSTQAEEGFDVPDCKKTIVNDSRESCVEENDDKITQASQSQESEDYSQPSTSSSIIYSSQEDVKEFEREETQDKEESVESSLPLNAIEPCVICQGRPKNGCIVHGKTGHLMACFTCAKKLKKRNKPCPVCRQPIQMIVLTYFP
# Jurkat NFkB inh – lowers PMA/ionomycin-induced NF-kB signal in Jurkat cells; 330,000 tested, 0.53% active; inhibition, % at 4 µM; PMA/ionomycin-induced NF-kB luciferase reporter, luminescence; in the data active means inhibition above about 50%
# CXCR6 block – CXCR6 (human) receptor inhibition; 360,000 tested, 0.36% active; CHO-K1 PathHunter CXCR6 beta-arrestin, luminescence; O00574; inhibition, % at 20 µM; in the data active means inhibition above about 34%, passing the limit was not always enough;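 further: antagonist mode with CXCL16 agonist at 10 nM final; 0% = 10 nM CXCL16 with DMSO and 100% = unstimulated wells without agonist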
# CCR6 antag – CCR6 (human) receptor antagonism; CHO-K1 CCR6 PathHunter beta-arrestin, luminescence, CCL20-stimulated; inhibition, % at 20 µM; 340,000 tested, 0.49% active;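 active means compounds whose inhibition of the agonist-driven luminescence signal at 20 µM reaches about 50%, limit read from the data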;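 further: cells stimulated with CCL20 at 14 nM final; plate controls were DMSO with CCL20 for no effect and DMSO without agonist for full effect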
# UPR XBP1 act – activators of adaptive arm of unfolded protein response (XBP1); activation, % at 20 µM; CHO-XBP1 luciferase reporter, IRE1-XBP1 UPR activation, luminescence; percent of tunicamycin response, DMSO as zero; AID 463104; 330,000 tested, 0.33% active;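 active means versus positive control, 20 µM dose yields 30% or more activation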;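 further: 100% = tunicamycin at 10 µg/mL and 0% = DMSO only wells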
#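 Material: CHO cell line with stable XBP1 luciferase reporter; schedule: 16-18 h cell attachment at 37 °C, then 6 h compound exposure; signal: glow luminescence from Steady-Glo reagent; medium: serum-containing F12 medium, 10% FBS; benchmarks: tunicamycin 10 µg/mL and vehicle-only wells; read-out: percent activation relative to tunicamycin reference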
# * marks the source's active call; other numbers are inactive results; · = no result given. Compounds were not picked by outcome. About 5% of those tested had a hit in this group.
SMILES,EBI2 antag,697 NFkB inh,Gli-Sufu block,UPR CHOP act,Mdm2-MdmX inh,Jurkat NFkB inh,CXCR6 block,CCR6 antag,UPR XBP1 act
CCCc1nc2sc3c(c2c(=O)n1NC(=O)CCCl)CCCC3,-8,10,1,0.0,32,20,0,11,3
COc1ccccc1-c1nn(Cc2ccccc2)cc1C(=O)NCC(c1ccco1)N1CCCC1 (stereo unspecified),-4,14,17,1.6,5,4,11,9,-1
Cc1ccc(S(=O)(=O)N2CCCCC2)cc1NC(=O)COC(=O)c1ccc(O)cc1,-1,3,19,3.5,-6,3,10,7,0
Cc1cccc(NC(=O)c2snc3c(=O)[nH]cnc23)c1,·,-6,·,1.0,-14,-7,·,·,-2
O=C1C=C(c2cccc(Br)c2)C[C@@H](c2ccc3c(c2)OCO3)C1,31,-3,0,1.0,-7,-2,11,14,-1
COc1ccc(C)cc1NC(=O)CCC(=O)Nc1ccc2nc(N3CCN(C)CC3)cc(C)c2c1,·,19,15,-0.8,44,10,·,18,0
O=C(N/N=C/c1ccccc1O)C1CCCC1,-19,-25,-1,2.6,-2,-2,-1,-7,1
CCOC(=O)NC(=O)/C(N=Nc1cccc(C(F)(F)F)c1)=C(\C)O,-7,-15,16,-0.6,11,-18,-2,-2,-3
Cc1cc(C(C)(C)C)ccc1OCCN(C)C,-4,21,-7,-2.7,8,-2,3,-3,-4
CCN(CC)S(=O)(=O)c1cccc(C(=O)Nc2nncs2)c1,-1,-1,5,-0.3,-3,-2,0,3,0
COC(=O)c1ccc(-c2ccco2)n1Cc1ccccc1Cl,13,18,-9,-0.7,15,-3,-3,7,0
C/C(=N\Nc1cccc(Cl)c1)c1ccc(-n2ccnc2)cc1,8,·,-3,·,·,·,-1,-2,·

# Molecules listed so far that contain an aryl methoxy group, in the order listed:
SMILES,EBI2 antag,697 NFkB inh,Gli-Sufu block,UPR CHOP act,Mdm2-MdmX inh,Jurkat NFkB inh,CXCR6 block,CCR6 antag,UPR XBP1 act
COc1ccccc1-c1nn(Cc2ccccc2)cc1C(=O)NCC(c1ccco1)N1CCCC1 (stereo unspecified),-4,14,17,1.6,5,4,11,9,-1
COc1ccc(C)cc1NC(=O)CCC(=O)Nc1ccc2nc(N3CCN(C)CC3)cc(C)c2c1,·,19,15,-0.8,44,10,·,18,0

# Other records follow:
SMILES,EBI2 antag,697 NFkB inh,Gli-Sufu block,UPR CHOP act,Mdm2-MdmX inh,Jurkat NFkB inh,CXCR6 block,CCR6 antag,UPR XBP1 act
COc1ccc(NC(=O)CSc2cc(C)nc3c(-c4ccccc4)cnn23)cc1,5,7,1,-1.4,34,3,-4,4,3
CC(=O)NC(C(=O)c1ccccc1)C(=O)c1ccccc1,-4,-12,3,-1.1,19,1,-8,-2,2
Cc1n[nH]c(C)c1NC(=O)CN1CCN(S(=O)(=O)c2ccc(C(F)(F)F)cc2)CC1,-3,·,3,·,·,·,-4,15,·
O=C(COc1ccc(Br)cc1)NCCN1CCCC1,0,15,5,0.3,-8,-3,0,14,-2
CN(C(=O)C1CCOC1)c1nnc(-c2cccnc2)s1 (stereo unspecified),-6,11,9,2.5,-20,5,-7,7,0
O=C(CCN1C(=O)C2C3CC(C(Br)C3Br)C2C1=O)OCC(=O)c1cccc([N+](=O)[O-])c1 (stereo unspecified),12,6,2,0.8,-27,2,28,55*,2
COc1ccc(/C=C/C(=O)NCc2cccnc2)cc1,13,4,-1,1.6,4,-17,5,-8,-1
CCCCN(C)CCC(=O)Nc1ccc(C)cc1,5,14,-2,-1.9,6,-4,8,-6,-3
Cc1cc(Cl)c2oc(C(=O)NCCN3CCCCC3CO)c(C)c2c1 (stereo unspecified),12,0,13,1.9,7,-17,-11,-6,-5
O=C(CSc1nnc(N2CCCC2)n1-c1ccccc1Cl)N1CCN(c2ccccn2)CC1,-12,1,7,-0.7,12,9,-4,6,2
C/C(CC(=O)Nc1ccccc1Cl)=N\NC(=O)C(=O)NCCO,2,4,-9,-2.6,10,-8,0,-14,2
Cc1c(OCC(=O)NCCCN2CCOCC2)ccc2c3c(c(=O)oc12)CCCC3,-1,20,-1,-0.1,8,-13,-4,1,-1

# Random excerpt: 6 records from the list, in no set order.
SMILES,EBI2 antag,697 NFkB inh,Gli-Sufu block,UPR CHOP act,Mdm2-MdmX inh,Jurkat NFkB inh,CXCR6 block,CCR6 antag,UPR XBP1 act
Cc1n[nH]c(C)c1NC(=O)CN1CCN(S(=O)(=O)c2ccc(C(F)(F)F)cc2)CC1,-3,·,3,·,·,·,-4,15,·
O=C(COc1ccc(Br)cc1)NCCN1CCCC1,0,15,5,0.3,-8,-3,0,14,-2
Cc1cc(Cl)c2oc(C(=O)NCCN3CCCCC3CO)c(C)c2c1 (stereo unspecified),12,0,13,1.9,7,-17,-11,-6,-5
CN(C(=O)C1CCOC1)c1nnc(-c2cccnc2)s1 (stereo unspecified),-6,11,9,2.5,-20,5,-7,7,0
O=C(CSc1nnc(N2CCCC2)n1-c1ccccc1Cl)N1CCN(c2ccccn2)CC1,-12,1,7,-0.7,12,9,-4,6,2
CCCCN(C)CCC(=O)Nc1ccc(C)cc1,5,14,-2,-1.9,6,-4,8,-6,-3

# Next entries follow:
SMILES,EBI2 antag,697 NFkB inh,Gli-Sufu block,UPR CHOP act,Mdm2-MdmX inh,Jurkat NFkB inh,CXCR6 block,CCR6 antag,UPR XBP1 act
Cc1cc(NC(=O)CCC(=O)N(CC2CCCO2)C(C(=O)NC2CCCC2)c2ccccc2C)no1 (stereo unspecified),7,0,-3,0.2,0,-4,-13,2,-2
CCCCC(=O)Nc1ccc(NC(=O)c2ccccc2[N+](=O)[O-])cc1OC,-13,7,-8,0.6,-17,12,-5,-3,0
COC(=O)c1ccc(NC(=S)N2CCN(CCO)CC2)cc1,-7,6,0,3.7,19,8,6,7,0
COc1ccc(-c2nc(C#N)c(NCc3ccco3)o2)cc1,4,-29,-24,2.2,-13,-33,-1,3,7
CCOc1ccc(-c2nc(C)c(C(C)=O)n2O)cc1,4,-16,-20,0.3,1,-1,-6,-4,0
O=C(NNC(=O)c1cccs1)c1ccc2ccccc2c1,3,-10,-11,8.8,-35,-12,-8,13,1
CCN1CCc2c(sc(NC(=O)c3ccc(S(=O)(=O)N4CCOCC4)cc3)c2C(N)=O)C1,-2,-6,-3,2.7,-29,-6,7,19,0
O=C(O)c1cc(S(=O)(=O)N2CCOCC2)ccc1N1CCCCC1,4,15,16,0.8,-4,-5,2,0,0
Cc1ccc(NC(=O)c2ccc(OCc3c(C)noc3C)cc2)c(C)c1,6,12,8,-2.5,20,-15,2,3,1
CC(=O)c1ccc(-n2c(-c3cc(-c4ccco4)[nH]n3)n[nH]c2=S)cc1,-12,19,-4,-0.1,-2,5,14,0,2
COC(=O)c1ccc(NC(=O)C(C)N2C(=O)c3ccccc3C2=O)cc1 (stereo unspecified),-11,3,-28,-2.3,18,-18,-12,0,-1
CCc1ccc(NC(=O)C(C)OC(=O)CC(NC(C)=O)c2ccccc2)cc1 (stereo unspecified),-4,-17,8,0.0,9,-4,1,-5,1
O=C(CCc1ccc(S(=O)(=O)NCc2ccccc2)cc1)N1CCN(Cc2ccc3c(c2)OCO3)CC1,2,5,12,0.9,30,17,-2,-7,-3
CCNc1nc(SCC(=O)OC)nc(N(C)C)n1,-4,8,-10,-1.0,19,-4,-2,6,-2
COc1ccc(OC)c(-c2csc(N(C)C(=O)Cc3ccccc3)n2)c1,26,8,-6,-0.6,14,-18,2,11,0
CC1CCN(CC(O)COc2ccc(F)cc2)CC1 (stereo unspecified),-1,-34,8,2.8,17,-21,1,5,-2
Cc1ccc(Cn2c(C(=O)O)cc3sccc32)cc1,-8,3,-1,2.7,13,10,-14,-4,0
Cc1cc(/C=C2\SC(=S)N(C)C2=O)c(C)n1-c1ccccc1O,29,-145,2,2.3,86*,-29,10,22,5
COCCNC(=O)/C(C#N)=C/c1c(N2CCCCCC2)nc2c(C)cccn2c1=O,1,10,13,-0.2,27,-18,3,10,-4
COc1cccc2cc(C(C)N(CCCN3CCOCC3)C(=S)Nc3cccc(C)c3)oc12 (stereo unspecified),3,-11,21,-2.6,-4,-1,7,9,-3
O=C(CN1C(=O)C2CCCCC2C1=O)OCC(=O)c1ccc(Cl)s1 (stereo unspecified),-10,9,7,0.7,-13,-1,0,16,0
O=C(CNC(=O)Cn1cnc2sc3c(c2c1=O)CCCC3)NCc1ccccn1,1,14,-3,0.2,14,-3,-8,-5,-2
CCOC(=O)c1ccc(OS(=O)(=O)c2ccccc2)c(OC)c1,2,-150,-111,3.4,-172,-99,9,4,0
CN(C)S(=O)(=O)n1cc(/C=C(\NC(=O)c2ccccc2)C(=O)N2CCOCC2)c2ccccc21,-7,16,-1,1.3,21,-13,7,3,-3

# Part of the list above, showing only EBI2 antag and UPR CHOP act:
SMILES,EBI2 antag,UPR CHOP act
O=C(CN1C(=O)C2CCCCC2C1=O)OCC(=O)c1ccc(Cl)s1 (stereo unspecified),-10,0.7
O=C(CNC(=O)Cn1cnc2sc3c(c2c1=O)CCCC3)NCc1ccccn1,1,0.2

# The listing picks up; the 2 compounds before the break are reprinted first.
SMILES,EBI2 antag,697 NFkB inh,Gli-Sufu block,UPR CHOP act,Mdm2-MdmX inh,Jurkat NFkB inh,CXCR6 block,CCR6 antag,UPR XBP1 act
CCOC(=O)c1ccc(OS(=O)(=O)c2ccccc2)c(OC)c1,2,-150,-111,3.4,-172,-99,9,4,0
CN(C)S(=O)(=O)n1cc(/C=C(\NC(=O)c2ccccc2)C(=O)N2CCOCC2)c2ccccc21,-7,16,-1,1.3,21,-13,7,3,-3
O=C(N/N=C/c1cc(Cl)ccc1O)c1ccccc1Br,11,14,11,-1.0,54*,-1,-10,35,1
Cn1cccc1CC(=O)NNC(=O)Nc1ccc(F)cc1,-1,-5,0,-0.8,13,4,4,-5,-2
CCOC(=O)c1cnc2c(C(=O)OC)cccc2c1NCc1ccco1,4,-6,2,0.4,-2,-8,5,3,1
CCOC(=O)c1c(S(=O)(=O)NCCc2ccco2)c(C)n(C)c1C,-2,5,-1,-0.7,-10,0,7,8,-2
CC(=O)c1ccc(NC(=O)c2ccc3c(=O)n4c(nc3c2)CCCCC4)cc1,3,3,46,-1.0,18,6,-8,13,-3
COCCn1nnnc1C(c1ccccc1OC)N1CCN(C(=O)c2ccco2)CC1 (stereo unspecified),1,-1,-10,0.3,-17,-1,7,-4,-3
CCc1ccc(NS(=O)(=O)c2ccc3[nH]cc(C(=O)N(C)Cc4ccco4)c(=O)c3c2)cc1,-1,-3,-3,-4.0,21,11,-3,13,1
CC(=O)Oc1ccc2c(c1)C(=O)c1ccccc1CO2,2,-13,-4,3.4,-33,-24,-5,14,-1
N#CCCN(C(=O)COc1ccc(C#N)cc1)c1ccc(F)cc1,-6,6,-4,-0.8,8,-4,0,7,-3
Cc1cc(NC(=O)CN2CCOCC2)n(-c2ccccc2)n1,24,17,-23,3.0,3,2,7,1,1
O=C(O)c1cccc(NC(=O)c2ccc(CN3C(=O)c4ccccc4C3=O)cc2)c1,-5,-49,-6,2.7,-30,-16,10,-7,-2
O=C1CC(NS(=O)(=O)c2cccs2)CN1c1cccc(F)c1 (stereo unspecified),-6,15,-3,5.3,4,2,4,-10,-2

# High-throughput results deposited in PubChem by Sanford-Burnham Center for Chemical Genomics.
